RECQ1 helicase = RECQ1 (human) helicase inhibition; RECQ1 DNA unwinding, red fluorescence kinetic read; hit rate 0.54% among 240,000; Potency, µM (series often up to 57.3 µM), inactives show top-dose activity, negative = inhibition, hits mostly inhibitors;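 note: plate controls were vehicle for no effect and no enzyme for full effect; nearly all actives have a fitted effect of over 30% in size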
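50 nM RECQ1T1 preincubated 15 min with compound in Tris pH 8.0 buffer with MgCl2, DTT, Tween-20 and 2.5 ug/ml poly(dI-dC); started with 200 nM TAMRA/BHQ-2 forked duplex and 2 mM ATP. Unwinding read as fluorescence (525/598 nm), two reads 2 h apart.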
Tau ThT inhib = inhibitors of human tau fibril formation, thioflavin T binding; hit rate 2.1% among 270,000; recombinant tau K18 P301L, heparin-induced fibrillization, ThT fluorescence; Potency, µM (highest dose often 57.4 µM), for the others: at the highest dose activity, negative = inhibition, usual class: inhibitors; P10636; note: % is set by controls: 0 for no effect and ±100 for the full control effect; nearly all actives have a fitted effect of over 55% in size
Target sequence (P10636 561-689 P618L limits assumed): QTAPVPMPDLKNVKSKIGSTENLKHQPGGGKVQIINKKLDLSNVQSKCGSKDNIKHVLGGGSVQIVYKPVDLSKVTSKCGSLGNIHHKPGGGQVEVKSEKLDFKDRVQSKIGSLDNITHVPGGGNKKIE
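In this qHTS, human K18 P301L tau is incubated with compound and heparin for 6 hr at 37 C, and Thioflavin T fluorescence then reports fibril load.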
HTT cytoprotect = Huntington cell model cytoprotection by ATP luminescence. Potency, µM (top dose mostly 56.4 µM), without a hit: cytoprotection (ATP increase), hits mostly activators. hit rate 0.14% among 230,000. PC12 HTT-Q103 induced, cytoprotection, ATP luminescence, 40 h. AID 1471;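 note: % of control where 0% means no effect; nearly all actives have a fitted effect of over 45% in size; toxic huntingtin expression switched on by the ecdysone agonist tebufenozide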
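Readout: ATPlite luminescence (ATP level). Model: stable PC12, inducible Htt exon1 Q103-GFP. Inducer: tebufenozide, 100 nM final. Compounds: dose series. No G418 in medium.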
TRb SRC2 PPI = TRbeta-SRC2 interaction inhibition; Potency, µM (series often up to 106 µM), for inactives: at the highest dose activity change, negative = inhibition, actives largely listed as inhibitors; TRbeta-SRC2 peptide binding, fluorescence polarization; receptor liganded with 1 µM T3; P10828; hit rate 0.065% among 280,000;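 note: plate controls were bound peptide for no effect and peptide without receptor for full effect; nearly all actives have a fitted effect of over 50% in size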
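Human TRb LBD (0.6 uM) plus Texas Red-labeled SRC2 peptide (20 nM), 1uM T3, 5% DMSO, 5 hr at ambient temperature. Decreased polarization (555/632 nm) flags inhibition; data normalized to free and bound peptide controls.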
TR SRC2 fluor cs = alters Texas Red total fluorescence, flagging assay interference; TRb/SRC2 Texas Red total fluorescence interference; Potency, µM (series often up to 106 µM), inactives show top-dose fluorescence change, negative = quenching; hit rate 0.29% among 280,000; AID 1479; active = well fitted curve in either direction with a large enough effect; inconclusive = small, poorly fitted or top-dose-only effect; note: % is set by controls: 0 for no effect and ±100 for the full control effect
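Human TRβ ligand-binding domain (0.6 uM) and Texas Red SRC2 peptide (20 nM) in Tris buffer with 1 uM T3 and 5% DMSO were incubated with pinned compound for 5 hr at ambient temperature. Total fluorescence was computed as S + 2P (555/632 nm).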
L3MBTL1 inh = blocks human L3MBTL1; AlphaScreen L3MBTL1–H3K9me1 peptide binding; Potency, µM (highest dose often 57.1 µM), inactives show at the highest dose activity, negative = inhibition, most hits filed as inhibitors; hit rate 0.66% among 230,000; note: % is set by controls: 0 for no effect and ±100 for the full control effect; nearly all actives have a fitted effect of over 60% in size
Target sequence (Q9Y468 whole entry, looked up): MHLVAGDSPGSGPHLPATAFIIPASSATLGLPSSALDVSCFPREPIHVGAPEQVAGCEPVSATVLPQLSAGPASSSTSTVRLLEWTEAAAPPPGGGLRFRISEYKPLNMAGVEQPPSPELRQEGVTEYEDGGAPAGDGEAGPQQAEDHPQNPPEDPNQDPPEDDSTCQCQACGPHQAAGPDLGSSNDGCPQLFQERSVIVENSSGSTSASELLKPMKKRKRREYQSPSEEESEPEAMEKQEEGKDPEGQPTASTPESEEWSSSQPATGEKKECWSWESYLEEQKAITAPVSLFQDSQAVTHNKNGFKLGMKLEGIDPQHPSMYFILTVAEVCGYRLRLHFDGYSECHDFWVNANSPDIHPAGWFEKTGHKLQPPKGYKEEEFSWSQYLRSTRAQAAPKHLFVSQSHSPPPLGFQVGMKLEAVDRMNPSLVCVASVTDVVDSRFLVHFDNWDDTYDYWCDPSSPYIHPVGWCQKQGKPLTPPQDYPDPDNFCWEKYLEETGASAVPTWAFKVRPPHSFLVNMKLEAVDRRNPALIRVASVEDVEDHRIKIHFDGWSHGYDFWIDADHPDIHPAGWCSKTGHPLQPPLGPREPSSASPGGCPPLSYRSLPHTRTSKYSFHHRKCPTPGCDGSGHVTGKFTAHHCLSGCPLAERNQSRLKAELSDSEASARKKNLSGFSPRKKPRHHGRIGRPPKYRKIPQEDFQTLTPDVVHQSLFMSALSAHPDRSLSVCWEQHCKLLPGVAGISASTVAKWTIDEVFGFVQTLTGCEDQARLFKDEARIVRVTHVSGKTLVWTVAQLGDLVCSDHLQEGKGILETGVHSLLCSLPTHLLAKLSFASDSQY
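L3MBTL1 50 nM + b-AHA-H3(1-15)K9me1 75 nM, 30 min RT; compound added, 30 min RT; streptavidin donor/Ni-chelate acceptor beads 10 ug/mL each final, 30 min RT dark; AlphaScreen read.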
Tau fluor cs = counter-screen for tau fibril formation inhibitors. tau K18 P301L Alexa594 fluorescence, heparin fibrillization. Potency, µM (titrated, usually from 57.7 µM), for the others: at the top dose activity change, negative = decrease. hit rate 0.93% among 280,000; note: % is set by controls: 0 for no effect and ±100 for the full control effect; nearly all actives have a fitted effect of over 55% in size
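Human tau K18 P301L (15 uM unlabeled, 0.24 uM Alexa 594-labeled) in 100 mM sodium acetate pH 7 with 20 uM heparin, 6 hr at 37 C. ThT 30 uM added, 1 hr ambient; Alexa 594 FP and total fluorescence read at 555/632 nm.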
Tau fibril FP = inhibitors of human tau fibril formation; hit rate 0.39% among 280,000; K18 P301L tau heparin fibrillization, Alexa594 FP, 6 h; Potency, µM (series often up to 57.7 µM), for the others: top-dose activity, negative = inhibition, hits mostly inhibitors; AID 1468; note: % is set by controls: 0 for no effect and ±100 for the full control effect; nearly all actives have a fitted effect of over 55% in size
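Compound effects on tau fibrillization are measured by Alexa 594 fluorescence polarization (ex 555, em 632 nm). K18 P301L tau is used at 15 uM with 0.24 uM labeled tracer, and 20 uM heparin induces aggregation over 6 hr at 37 C.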
An asterisk follows results filed as active; i = inactive; ? = inconclusive; . = not tested or not shown; & = joins results of further samples; [ ] = dose if it differs, or a comment. Unless noted, calls come from the whole dose curve; as a rule, active = well fitted curve in the direction sought with a large enough effect; inconclusive = small, poorly fitted or top-dose-only effect, or another doubt; inactive = no such curve, though single readings can be large; an effect the other way counts as inactive or inconclusive. Potency is the fitted concentration of half-maximal effect. Not all compounds are listed; the hit share may differ from the screen's.

Compound | RECQ1 helicase | Tau ThT inhib | HTT cytoprotect | TRb SRC2 PPI | TR SRC2 fluor cs | L3MBTL1 inh | Tau fluor cs | Tau fibril FP
Clc1ccc(Cn2cc(Br)cn2)cc1Cl | -4% | -9% | -8% | 5% | 2% | . | -9% | 5%
COc1cc2[nH]c(=O)n(CCCCCC(=O)N3CCN(c4ccccc4)CC3)c(=O)c2cc1OC | -4% | ? | 8%[1.9 µM] | 1% | 0% | -9% | -24% | 3%
CC1=NN(c2ccc(S(=O)(=O)O)cc2C)C(=O)C1 | i | ? | 8%[10 µM] | -7% | 0% | -17% | -6% | ?
CC1(C)CCC[C@]2(C)C3CC(=O)O[C@@]3(C)CC[C@H]12 (some centres not stated) | -7% | -8% | 12%[1.9 µM] | -1% | -1% | . | -11% | -8%
CCCCNC(=S)NNC(=O)c1ccco1 | -4% | 1% | -4%[10 µM] | 1% | -1% | 13% | 0% | 1%
c1ccc(Cn2nnnc2-c2ccco2)cc1 | -10% | 5% | 19%[1.9 µM] | 8% | 1% | -1% | 1% | -3%
Cc1cccc(N2CCN(c3ncnc4c3cnn4-c3ccc(Cl)cc3)CC2C)c1 (configuration not stated) | . | ? | . | 2% | -3% | . | -22% | -2%
N#CC1=C(N)N(c2ccccc2)C(c2cccc([N+](=O)[O-])c2)C1(C#N)C#N (configuration not stated) | 10% | -17% | -38% | -2% | -2% | -2% | -27% | 15%
Cc1cc(OCC(=O)N(Cc2ccc(N(C)C)cc2)CC2CCCO2)ccc1Cl (configuration not stated) | . | -17% | . | 4% | 0% | . | -21% | 8%
O=C1CCC(=O)c2oc3ccccc3c2N1 | 2% | 2% | 8% | -1% | -6% | -5% | 1% | -3%
O=C(Nc1c(-c2ccccc2)nc2ccc(Cl)cn12)c1cccs1 | -4% | -12% | -3%[10 µM] | -6% | -1% | 19% | -11% | -4%
CCCC1S/C(=N/N=C/c2ccc(C)cc2)N(Cc2ccc(OC)cc2)C1=O (configuration not stated) | 1% | -5% | 3%[10 µM] | 8% | -1% | 7% | -17% | ?
CN(Cc1cccs1)C(=O)COc1cccc(-n2cnnn2)c1 | -4% | -2% | -33% | 2% | -2% | 6% | 4% | 8%
CC(C)(C)c1ccccc1NC(=O)Cn1cnc2cc([N+](=O)[O-])ccc2c1=O | -1% | -4% | -3%[10 µM] | -2% | -5% | 19% | -4% | 10%
CC(C)c1ccc(N2C(=O)CSC23C(=O)N(Cc2ccccc2F)c2ccccc23)cc1 (configuration not stated) | . | 9% | . | -7% | 0% | . | 20% | -3%
CCCN1C(=O)C2(c3ccccc31)c1c(oc3ccccc3c1=O)C(=O)N2CCO (configuration not stated) | . | -18% | . | -12%[53 µM] | 32µM*[quencher] | . | -22% | -12%
Cc1ccccc1Nc1nc(-c2cccnc2)nc2ccccc12 | i | -10% | 26%[10 µM] | 1% | 3% | 7% | -24% | -6%
O=C(CSc1nnc(CNc2ccc(Cl)cc2)o1)Nc1nc2c(s1)CCCC2 | -5% | ? | -11%[10 µM] | -2% | -2% | 0% | ? | 5%
COc1cccc2cc(C(C)N(CCCN3CCOCC3)C(=S)Nc3ccc(C)cc3)oc12 (configuration not stated) | -1% | -13% | 8% | 5% | -2% | . | -20% | 7%
Clc1ccc(SCCn2ccnc2)cc1 | -2% | -4% | 22% | 4% | -2% | -4% | -2% | 5%
CCN(CC)CCNC(=O)Cn1nc(-c2ccc(C)cc2)ccc1=O | -7% | -7% | 0% | -1% | 3% | 9% | -4% | 2%
COc1ccc(C(=O)NCc2ccc3c(c2)CCN3C(=O)c2ccccc2)cc1 | . | -3% | . | 0% | 0% | . | -8% | 3%
Cc1ccc(-n2cc(C(=O)Oc3ccc(F)cc3)c3ccccc3c2=O)cc1 | . | -4% | . | 3% | 0% | . | -8% | 1%
CCOc1nc(SCCOc2ccccc2)nc(N(C)C)n1 | i | -15% | ? | -11% | 2% | -11%[11.4 µM] | -10% | -2%
C[C@@H]1CCc2cc(F)cc3c(=O)c(C(=O)O)cn1c23 | i | . | -6%[40.3 µM] | -4%[53 µM] | 5%[53 µM] | . | . | .
Cc1cccc(NC(=O)C23CCC(C)(C2Br)C3(C)C)c1 (configuration not stated) | -2% | 2% | -12% | -5% | -3% | 18% | -8% | -4%
O=C(CC1Sc2ccccc2NC1=O)OC(C(=O)NCCc1ccccc1)c1cccnc1 (configuration not stated) | -6% | -6% | -55%[inhibitor][10 µM] | 1% | 0% | 3% | -6% | -1%
COc1ccc(/C=N/NC(=O)c2ccn[nH]2)cc1COc1ccc(F)cc1 | i | ? | -27% | -3% | -1% | 0% | -29% | -16%
Cc1ccc(-c2csc(-c3cc4c([nH]c3=O)CC(c3ccccc3)CC4=O)n2)cc1 (configuration not stated) | . | ? | . | -1% | -1% | . | -24% | 0%
Cc1cccc(C)c1OC(=O)CCN1C(=O)C2C3C=CC(C4CC34)C2C1=O (configuration not stated) | i | 1% | -32% | 6% | 0% | -7% | -6% | -3%
Cc1ccc(O)c(C2=Nc3ccccc3N=C(c3cccs3)C2)c1 | -15% | -12% | 8%[10 µM] | 0%[53 µM] | -1%[53 µM] | 25% | -27% | -11%
COc1ccccc1CNc1nc(-c2ccco2)nn1S(=O)(=O)c1ccc(Cl)cc1 | . | -13% | . | -3% | 10% | . | ? | -14%
Cc1sc2ncnc(N/N=C/c3ccc(O)cc3)c2c1C | -13% | 4.5µM* | 8%[10 µM] | -7% | -11% | -7% | 13µM*[quencher] | 9%
O=C(CN1C(=O)COc2ccc(S(=O)(=O)N3CCCCCC3)cc21)N1CCN(c2ccccc2)CC1 | . | -12% | . | -3% | -1% | . | -22% | -14%
COc1cccc2c(=S)c(CCC(C)=O)c(C)[nH]c12 | -11% | 8% | -11%[1.9 µM] | -17%[53 µM] | 2.8µM*[quencher] | 45%[activator] | 3% | 3%
COCCOC(=O)c1c(C)n(C)c2ccc(OC(=O)c3cccs3)cc12 | i | -7% | -9% | -9% | 0% | -1% | -11% | -7%
COc1ccccc1CNC(=O)c1ccoc1C | i | -10% | 7%[0.074 µM] | 0% | -3% | 7% | -6% | -1%
CC(=O)c1ccc(Oc2cc(-c3ccccc3)nc(-c3ccccc3)n2)cc1 | 0% | -6% | 19%[10 µM] | -5% | -2% | 11% | -12% | -13%
Cc1cccc(CS(=O)(=O)Cc2ccc(C(=O)NCc3ccc(Cl)cc3)o2)c1 | . | -6% | . | -1% | -2% | . | -14% | -8%
Nc1nc(-c2ccccc2)cc(C(F)(F)F)n1 | -4% | -3% | -7%[10 µM] | 6% | 1% | 9% | 3% | 4%
COc1ccccc1C1=Nn2c(nc3sc(C(=O)Nc4ccccc4Cl)c(C)c3c2=O)SC1 | . | ? | . | -4% | -1% | . | ? | -10%
OCCC1CN(Cc2cccn2-c2ncccn2)CCN1CCc1ccccc1 (configuration not stated) | 0% | -4% | -62%[inhibitor] | -5% | -6% | -8% | 0% | 5%
COc1ccccc1-c1cc2nc(C)c(CCC(=O)Nc3cc(C)ccc3C)c(C)n2n1 | . | -4% | . | 4% | -16% | . | -6% | -10%
COc1ccc2oc(=O)c(C(=O)N3c4ccccc4CC3C)cc2c1 (configuration not stated) | -10% | -13% | -12% | 2% | -2% | . | -10% | -4%
Cc1nnc(SCC(=O)N2CCCC(C(=O)c3ccc(Cl)cc3)C2)o1 (configuration not stated) | -1% | -11% | -39%[inhibitor] | 2% | -2% | 6% | -14% | -6%
COc1ccc(OC)c(NC(=O)CC(Cc2ccccc2OC)C(=O)O)c1 (configuration not stated) | i | -6% | -10% | 0% | 1% | -3% | 2% | 1%
CCOC(=O)C1=C(C)OC(N)=C(C#N)C1c1cccs1 (configuration not stated) | -11% | -17% | -28% | -1% | -1% | . | -13% | ?
Cn1cnc(S(=O)(=O)N2CCC(C(=O)N3CCN(c4ccc(Cl)cc4)CC3)CC2)c1 | . | -1% | . | 0% | -2% | . | -3% | 2%

A different layout for two compounds above.
> COc1ccccc1C1=Nn2c(nc3sc(C(=O)Nc4ccccc4Cl)c(C)c3c2=O)SC1
  RECQ1 helicase: .; Tau ThT inhib: ?; HTT cytoprotect: .; TRb SRC2 PPI: -4%; TR SRC2 fluor cs: -1%; L3MBTL1 inh: .; Tau fluor cs: ?; Tau fibril FP: -10%
> Cn1cnc(S(=O)(=O)N2CCC(C(=O)N3CCN(c4ccc(Cl)cc4)CC3)CC2)c1
  RECQ1 helicase: .; Tau ThT inhib: -1%; HTT cytoprotect: .; TRb SRC2 PPI: 0%; TR SRC2 fluor cs: -2%; L3MBTL1 inh: .; Tau fluor cs: -3%; Tau fibril FP: 2%

Remaining list, next part
Compound | RECQ1 helicase | Tau ThT inhib | HTT cytoprotect | TRb SRC2 PPI | TR SRC2 fluor cs | L3MBTL1 inh | Tau fluor cs | Tau fibril FP
Cc1cc(C)cc(NC(=O)C2CCCN2C(=O)NC2CCCCC2)c1 (configuration not stated) | -2% | -5% | 19%[10 µM] | -3% | 2% | 2% | -8% | 1%
COc1ccccc1N1CCN(CCCCOc2ccc(F)cc2)CC1 | 6% | 0% | 1% | -13% | -1% | . | -3% | 4%
O=C(c1cc2ccccc2[nH]1)N1CCOCC1 | -5% | -5% | . | -3% | -1% | 7% | -1% | -5%
CCC12CN(C(=O)c3ccc(OC)cc3)CC(CC)(CN(C(=O)c3ccc(OC)cc3)C1)C2=O | 3% | 0% | -13%[10 µM] | 2% | 2% | 0% | 6% | 4%
N#CN=C1SCCS1 | -2% | -9% | 11% | -9% | -1% | 6% | -13% | -9%
O=C(NC1CCCC1)c1cc(Nc2cccc(C(F)(F)F)c2)nc2ccccc12 | . | 8% | . | -3% | -10% | . | -12% | ?
COC(=O)c1ccccc1SC1CC(=O)N(c2cccc(C)c2)C1=O (configuration not stated) | -6% | ? | 1%[10 µM] | -2% | -2% | 1% | -18% | 0%
CCCCC/C=C\C/C=C\C/C=C\C/C=C\CCCCCC(=O)O | 11%&-5% | -14%&-7% | ? | -1%&0% | -3%&-1% | . | -10%&-4% | -4%&-7%
